miR122 inh: miR-122 inhibition in Huh7 cells | activation (reporter increase), % at 12.5 µM | Huh7 miR-122 Renilla luciferase sensor, 48 h; neutral wells = 0, positive control = 100 | actives 0.3% (n = 340,000);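 active = mean replicate activation score at least 90 and every replicate individually at or above 90; inconclusive = only one of the two criteria met; inactive = neither criterion met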;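 also: higher luciferase means less miR-122 activity so hits act as miR-122 inhibitors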
ERp5 inh: blocks human ERp5 reductase activity on insulin; ERp5 insulin aggregation, absorbance 650 nm, 90 min; actives 0.05% (n = 350,000); inhibition, % at 9.99 µM; AID 651711;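 active = mean replicate inhibition above about 25%, with every replicate also reaching it, limit read from the data, passing the limit was not always enough; inconclusive = only one of those two criteria met; inactive = neither criterion met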
Target sequence (Q15084 whole entry, looked up): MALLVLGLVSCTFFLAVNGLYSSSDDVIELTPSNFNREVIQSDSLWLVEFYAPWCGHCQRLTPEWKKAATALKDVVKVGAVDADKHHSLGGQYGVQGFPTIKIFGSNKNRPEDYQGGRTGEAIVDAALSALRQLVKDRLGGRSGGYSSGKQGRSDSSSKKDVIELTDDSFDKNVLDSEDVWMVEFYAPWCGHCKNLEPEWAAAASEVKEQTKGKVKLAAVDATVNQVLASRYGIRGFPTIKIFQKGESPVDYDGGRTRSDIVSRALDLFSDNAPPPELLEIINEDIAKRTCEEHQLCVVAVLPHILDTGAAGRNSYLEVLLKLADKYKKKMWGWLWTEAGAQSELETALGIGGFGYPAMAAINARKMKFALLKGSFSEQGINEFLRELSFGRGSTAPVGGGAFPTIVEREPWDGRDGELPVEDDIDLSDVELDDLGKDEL
CFTR F508del cor: correctors of CFTR F508del function in bronchial epithelial cells; CFBE cells, YFP halide quenching; stimulated with forskolin plus potentiator P3; % fluorescence drop versus neutral controls; activity (quench increase), % at 7.58 µM; actives 0.36% (n = 350,000); AID 720511;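 active = mean added fluorescence quench of at least 8% versus neutral control, with both replicates also reaching 8%; inconclusive = only one of the mean or replicate conditions met; inactive = mean below 8% and not both replicates reaching 8%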;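 also: cells transiently co-express mutant CFTR-F508del with the halide-sensitive YFP; corrector assay measuring rescue of mutant channel to the surface after 24 h compound exposure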
ERAP1 inh: inhibitors of human ERAP1 aminopeptidase. Q9NZ08. recombinant ERAP1, Leu-AMC fluorescence, 60 min. inhibition, % at 10.7 µM. actives 0.15% (n = 340,000). AID 652197;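 active = mean replicate inhibition of at least 30%, or all replicates individually reaching that 30% level; inactive = mean below 30% and not every replicate reaching it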;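 also: 0% = neutral control wells and 100% = L-leucinethiol positive control wells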
Casp6 inh: inhibitors of human caspase-6; AID 686996; purified caspase-6, Z-VEID-R110 cleavage fluorescence; inhibition, % at 12.5 µM; actives 0.53% (n = 350,000);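 active = mean inhibition across replicates at least about 35%, with every replicate also reaching that limit, limit read from the data; inconclusive = only one of the two criteria met; inactive = neither criterion met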;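 also: 0% = median of neutral control wells and 100% = no fluorescence left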
Target sequence (P55212 24-179 limits assumed): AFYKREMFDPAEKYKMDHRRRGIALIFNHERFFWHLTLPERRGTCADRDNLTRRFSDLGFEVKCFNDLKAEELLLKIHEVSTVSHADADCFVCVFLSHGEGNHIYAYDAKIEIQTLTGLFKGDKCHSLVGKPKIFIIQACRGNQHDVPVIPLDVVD
Target sequence (P55212 194-293 limits assumed): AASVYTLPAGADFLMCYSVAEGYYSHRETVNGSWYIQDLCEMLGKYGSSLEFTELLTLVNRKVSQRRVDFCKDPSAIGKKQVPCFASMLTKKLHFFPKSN
DENV2 CPE: DENV2-induced cell death inhibition; DENV2-infected cells, cytopathic effect rescue, plate reader; CPE inhibition, % at 9.99 µM; actives 1.7% (n = 350,000); AID 651640; in the data active = CPE inhibition above about 20%, passing the limit was not always enough; inconclusive = no clear call, values can overlap the other calls; tested in BHK-21 cells;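 also: 0% = median of neutral control wells and 100% = median of positive control wells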
SIRT5 block: blocks human SIRT5 desuccinylation of peptide. actives 1.1% (n = 330,000). Q9NXA8. AID 652115. inhibition, % at 15 µM. Purified SirT5, succinyl-peptide AMC, trypsin-coupled fluorescence; in the data active = inhibition above about 15%; inconclusive = no clear call, values can overlap the other calls
Target sequence (Q9NXA8 whole entry, looked up): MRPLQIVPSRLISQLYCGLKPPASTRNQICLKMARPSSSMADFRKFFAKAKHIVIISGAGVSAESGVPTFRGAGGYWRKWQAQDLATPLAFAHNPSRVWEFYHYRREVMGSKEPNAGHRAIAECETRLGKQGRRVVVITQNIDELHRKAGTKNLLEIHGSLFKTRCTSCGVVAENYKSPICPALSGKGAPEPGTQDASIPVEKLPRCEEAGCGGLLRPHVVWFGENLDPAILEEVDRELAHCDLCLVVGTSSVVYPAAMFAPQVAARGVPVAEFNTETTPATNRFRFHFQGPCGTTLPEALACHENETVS
An asterisk follows results filed as active; ? = inconclusive; . = no result given; & = joins results of further samples; [ ] = dose if it differs, or a comment.

No. | mol | miR122 inh | ERp5 inh | CFTR F508del cor | ERAP1 inh | Casp6 inh | DENV2 CPE | SIRT5 block
1 | CC(C)n1c(COc2ccccc2)nc2ccccc21 | 0 | 3 | 2.2 | -1 | -1 | -5 | -3
2 | C[C@H]1CCCCO[C@H](CN(C)Cc2ccc(C(F)(F)F)cc2)[C@@H](C)CN([C@@H](C)CO)C(=O)c2cc(NC(=O)C3CCCCC3)ccc2O1 | 1[16.7 µM] | . | 2.8 | . | . | -17 | .
3 | Cc1ccc(C(=O)Nc2nnc(Cc3ccccc3)s2)cc1 | -3 | 5 | -1.6 | 1 | 0 | -3 | -3
4 | CO[C@H]1CN(C)C(=O)c2cc(NC(=O)NC(C)C)ccc2OC[C@H](C)N(S(C)(=O)=O)C[C@H]1C | . | . | -0.1 | 1 | 1 | -9 | -3
5 | O=S(=O)(c1ccc(-c2ccno2)s1)N1CCCCC1 | -2 | 3 | -4.1 | 1 | -3 | 11 | 4
6 | COc1ccc(CN2C[C@H](C)[C@@H](OC)CN(C)C(=O)c3ccc(NC(C)=O)cc3OC[C@@H]2C)cc1 | . | -1 | -0.7 | -4 | 0 | -5 | 1
7 | C=CCNC(=S)N1CCC(C(=O)c2ccc(C)cc2)CC1 | 2 | 0 | 1.8 | 1 | -4 | 1 | 2
8 | O=C(O)C1CCN(C(=O)COc2ccc3c4c(c(=O)oc3c2)CCCC4)CC1 | -23 | 7 | 0.3 | -2 | -1 | 1 | -18
9 | CCN(CC)C(=O)CC(c1ccc(N(C)C)cc1)c1c(O)cc(OC)cc1OC (stereo not given) | . | -4 | 0.0 | 1 | 0 | -11 | 1
10 | C=CCn1c(C)cc(C(=O)COC(=O)/C=C/c2cccc(OC)c2)c1C | . | 4 | -2.0 | -1 | 1 | 5 | -1
11 | CC(CCc1ccco1)NC(=O)CCc1nnc2ccc(NCc3ccc(Cl)cc3)nn12 (stereo not given) | -5 | 8 | -0.4 | -3 | -2 | 8 | -1
12 | C[C@H]1CN([C@@H](C)CO)C(=O)c2ccccc2-c2ccccc2CO[C@@H]1CN(C)Cc1ccncc1 | . | 2 | 0.4 | 1 | -1 | -4 | -1
13 | Cc1ccc(C)c2c1CCC(=Cc1ccccc1[N+](=O)[O-])C2=O | . | -2 | 1.8 | -5 | 0 | 1 | -1
14 | CC(C)(C)NC(=O)C(c1ccc(F)cc1)N(CCc1ccccc1)C(=O)c1ccn[nH]1 (stereo not given) | . | 1 | 0.9 | 2 | 1 | -1 | -2
15 | C[C@@H]1CN([C@H](C)CO)C(=O)c2cc(NS(=O)(=O)c3ccccc3)ccc2O[C@@H](C)CCCCO[C@H]1CN(C)S(=O)(=O)c1ccccc1 | 5[16.7 µM] | -4 | -3.5 | -1 | 0 | -1 | 5
16 | CC(=O)Nc1sc(C)c(C)c1C(=O)OCC(=O)NCc1ccccc1 | . | 2 | 2.5 | 2 | 0 | 7 | -3
17 | Cc1ccc([N+](=O)[O-])cc1NC1OC(CO)C(O)C1O (stereo not given) | -6 | -3 | 4.3 | 2 | 1 | 13 | -4
18 | CN1CCN(S(=O)(=O)c2ccc3c4c(cccc24)C(=O)N3)CC1 | -5 | -4 | -3.7 | -6 | -2 | -5 | .
19 | CC(C)Cc1ccc(-c2cc3nc(NCC4CC4)ccn3n2)cc1 | 0 | -6 | 1.5 | -4 | 1 | 5 | .
20 | CC[N+](C)(CC)CCOC(=O)C1c2ccccc2Oc2ccccc21 | 3 | 4 | -2.9 | -1 | -4 | 9 | -13

3 entries from above, sorted by the number in CFTR F508del cor, low to high:
no.	SMILES	CFTR F508del cor
3	Cc1ccc(C(=O)Nc2nnc(Cc3ccccc3)s2)cc1	-1.6
11	CC(CCc1ccco1)NC(=O)CCc1nnc2ccc(NCc3ccc(Cl)cc3)nn12 (stereo not given)	-0.4
1	CC(C)n1c(COc2ccccc2)nc2ccccc21	2.2

(next part)
No. | mol | miR122 inh | ERp5 inh | CFTR F508del cor | ERAP1 inh | Casp6 inh | DENV2 CPE | SIRT5 block
21 | COCCN(C(=O)CCN1C(=O)C2CC=CCC2C1=O)c1c(N)n(CC(C)C)c(=O)[nH]c1=O (stereo not given) | 7 | -2 | -4.5 | 0 | 3 | 8 | 0
22 | Clc1ccc(Cn2ncc3c(N4CCN(c5ccccc5)CC4)ncnc32)cc1 | 4 | 0 | -1.6 | 0 | . | 14 | -1
23 | COCCN(CCOC)C(=O)N1CCOCC1 | . | 4 | 0.5 | 2 | 5 | 0 | 5
24 | O=C(CCCOc1ccc(Cl)cc1)Nc1cccc(C(=O)O)c1 | 2 | -51 | 2.2 | -20 | 4 | -2 | -1
25 | COc1ccc(C(=O)Cn2nc(CNc3ccc(Br)cc3)[n+]3c2CCCCC3)cc1 | . | 4 | 7.8 | 8 | 6 | 14 | -4
26 | COc1ccc(-c2csc3ncnc(NCCO)c23)cc1 | . | -2 | -4.2 | 6 | -1 | -10 | 1
27 | COc1ccc(Cl)cc1-c1nc(SCC(=O)N(C)C2CCS(=O)(=O)C2)n[nH]1 (stereo not given) | . | 3 | -1.4 | -5 | 3 | 12 | -3
28 | OC[C@H]1O[C@@H](c2nc(-c3ccccc3Br)no2)[C@H](O)[C@@H]1O | 1 | -3 | -0.5 | -1 | 1 | 19 | .
29 | O=C(Nc1nnc(C2=COCCO2)o1)c1cccc(Br)c1 | 4 | 4 | 0.3 | -4 | 3 | -2 | 0
30 | C[C@H]1C(C(=O)N(C)C2CCCCC2)=Cc2c(n(-c3ccc(F)cc3)c(=O)n2CCCOc2ccccc2)C=C1c1ccccc1 | . | 7 | 2.9 | -1 | 0 | 2 | .
31 | CCOc1ccccc1NC(=O)NC1CCCCCCC1 | 5 | 6 | 2.6 | 0 | 2 | 2 | 2
32 | O=C(Nc1cc(F)ccc1F)N1CCCCN2[C@@H](CO)[C@H](c3ccc(-c4cncnc4)cc3)[C@@H]2C1 | 8[16.7 µM] | -4 | -2.3 | 1 | 1 | -2 | -1
33 | Cc1ccc(NC(=O)/C=C\C(=O)NCC(=O)O)cc1 | . | 3 | 0.9 | 3 | 1 | 2 | .
34 | CNC(=O)C[C@@H]1CC[C@H]2[C@H](COc3ccc(NC(=O)c4cc(F)cc(F)c4)cc3C(=O)N2C)O1 | -20[16.7 µM] | -1 | 0.8 | -3 | 0 | -3 | -2
35 | COc1ccc(NC(=O)N(C)C[C@H]2Oc3ccc(NC(=O)Cc4cn(C)c5ccccc45)cc3CC(=O)N([C@H](C)CO)C[C@H]2C)cc1 | -6[16.7 µM] | -5 | 1.8 | 0 | -1 | 9 | 0
36 | COc1ccc(NC(=O)N(C)C[C@@H]2OCCCC[C@@H](C)Oc3ccc(N(C)C)cc3C(=O)N([C@@H](C)CO)C[C@@H]2C)cc1 | -2[16.7 µM] | -3 | 1.5 | 2 | -7 | -2 | -3
37 | O=C(O)c1ccccc1NC(=O)c1cc(-c2ccccc2)nc2ccccc12 | -4 | -3 | 1.2 | -4 | -1 | ? | 4
38 | CC(C(=O)NCc1ccc(F)cc1)n1ccc2cc(S(=O)(=O)N3CCCC3)ccc21 (stereo not given) | -5 | -2 | 0.0 | -3 | -1 | 0 | -3
39 | O=C(Cc1ccc(NC(=O)C2CCN(C(=O)C3CCCCC3)CC2)cc1)Nc1cccc(C(=O)N2CCCCC2)c1 | -1 | -4 | -0.1 | 6 | 1 | 10 | -2
40 | COc1ccc(CN2CCC[C@]3(N[C@H](c4ccc(C(F)(F)F)cc4)[C@@H]4C(=O)N(Cc5ccccc5)C(=O)[C@@H]43)C2=O)cc1 | 1 | -5 | 0.3 | -2 | 1 | -4 | -4
41 | CN(C(=O)c1cc(-c2ccc3c(c2)OCO3)on1)c1ccccc1 | . | 0 | 1.1 | 3 | 2 | -2 | -5
42 | CN1C[C@@H](O)COC[C@@H]2O[C@@H](CC(=O)NC3CCC3)CC[C@H]21 | -3[16.7 µM] | . | -1.8 | . | . | -1 | .
43 | Cc1nn(C)c(Nc2ccc(Br)cc2)c1Br | . | 0 | 5.3 | -2 | 3 | -1 | .
44 | COc1ccc(C(O)c2cnc(C)n2Cc2ccccc2)cc1 (stereo not given) | 5 | 0 | 2.0 | -3 | . | -5 | 0
45 | O=C(COc1ccccc1F)NCC(c1ccco1)N1CCCC1 (stereo not given) | . | 0 | -0.7 | 5 | 1 | -4 | 2
46 | CN(C)C(=S)Nc1ccc(N2CCOCC2)cc1 | -2 | -5 | -1.5 | 0 | -2 | -3 | 3
47 | CCC(=O)Nc1ccc2c(c1)C(=O)N(C)C[C@@H](OC)[C@@H](C)CN(C(=O)Cc1ccccn1)[C@@H](C)CO2 | . | -2 | 1.2 | 1 | -1 | -3 | -3
48 | CCN(CC)S(=O)(=O)c1ccc(C)c(NC(=O)c2cc(C)oc2C)c1 | 5 | -2 | -0.4 | -4 | . | . | 1
49 | O=C(C[C@H]1CC[C@@H]2[C@H](COC[C@@H](O)CN2Cc2cccc(-c3ccncc3)c2)O1)N1CCN(c2ccccc2)CC1 | -9[16.7 µM] | 0 | -7.8 | 1 | -2 | -6 | 1
50 | COc1cccc(CN2[C@@H]3CNC[C@H]2C3c2ccc(-c3cccc(OC)c3)cc2)c1 (stereo not given in full) | . | -4&-2 | -0.7&-3.0 | -1&-1 | -6&1 | 12&0 | 5&1
51 | O=C(C[C@@H]1CC[C@H]2[C@@H](COC[C@H](O)CN2C(=O)C2CC2)O1)NCc1ccccc1Cl | 0[16.7 µM] | -2 | 1.7 | -1 | 0 | -3 | 10
52 | O=C1OCC2=C1C(c1ccc(Cl)cc1)CC(=O)N2c1ccc(F)cc1 (stereo not given) | . | 2 | -2.0 | 5 | 1 | -5 | 0
53 | C[C@@H]1CN([C@H](C)CO)C(=O)c2cc(NC(=O)Nc3ccc(F)cc3)ccc2O[C@@H](C)CCCCO[C@@H]1CN(C)S(=O)(=O)c1ccc(F)cc1 | 2[16.7 µM] | . | 4.6 | . | . | -19 | .
54 | COc1ccc(OC)c(C2=NS(=O)(=O)N(C)C(C(=O)Nc3ccc(F)cc3F)=C2)c1 | 3 | 8 | 0.9 | -1 | 2 | 2 | -10
55 | Fc1ccccc1NC(=S)N1CCC(c2ccccc2)C1 (stereo not given) | 4 | 1 | 0.0 | . | 4 | 2 | 0
56 | Cc1ccc(-n2c(-c3ccco3)nc3c(cnn3-c3ccc(C)cc3)c2=O)cc1 | -1 | -4 | -3.9 | 6 | -3 | -6 | 0
57 | O=c1cc(C(F)F)oc2c1ccc1ccccc12 | . | -4 | -0.5 | -8 | 0 | 10 | -2
58 | CN(C)S(=O)(=O)c1cccc(NC(=O)COC(=O)CNC(=O)c2ccccc2F)c1 | 0 | -6 | -1.2 | 6 | 2 | 9 | -3
59 | Cc1noc(C)c1S(=O)(=O)N(C)C[C@@H]1OCCCC[C@H](C)Oc2ccc(NC(=O)NC(C)C)cc2C(=O)N([C@@H](C)CO)C[C@H]1C | 8[16.7 µM] | -7 | 0.2 | 3 | 3 | -11 | -2
60 | COc1ccc(CN2CCCC(C(=O)Nc3cccc(-n4cnnn4)c3)C2)c(C)c1C (stereo not given) | -3 | -2 | 0.5 | -6 | -1 | 1 | -2
61 | CC(Sc1nnc(-c2ccccc2F)n1C1CC1)C(=O)NCc1ccco1 (stereo not given) | -8 | -16 | 7.0 | 4 | 3 | 4 | 0
62 | O=C(Nc1cc(F)ccc1F)N1C[C@H]2[C@@H](c3ccccc31)[C@H](CO)N2CC1CCCC1 | -3[16.7 µM] | 10 | 0.3 | . | . | -2 | -3
63 | O=C(C[C@H]1C=C[C@@H](NC(=O)C2CC2)[C@@H](CO)O1)NCc1ccncc1 | . | 1 | 1.0 | 0 | -1 | 0 | -2
64 | CO[C@H]1CN(C)C(=O)c2ccc(NC(=O)C3CCOCC3)cc2OC[C@@H](C)N(C(=O)c2ccccc2)C[C@H]1C | . | -1 | 0.9 | . | . | 10 | -1
65 | S=c1[nH]ncc2ccccc12 | 3 | 0 | 0.0 | -1 | 3 | 12 | 0
66 | CCOC(=O)c1ccc(N2C(=O)C(O)=C(C(C)=O)C2c2ccc([N+](=O)[O-])cc2)cc1 (stereo not given) | -1 | -1 | 0.5 | 1 | 8 | ? | 2
